ELG1 genotox = qHTS screen for small molecules that induce genotoxicity in human embryonic kidney (HEK293T) cells expressing luciferase-tagged ELG1. 330,000 tested, 1.3% active. HEK293T ELG1-luciferase reporter, luminescence, 16 h. Potency, µM (highest dose often 46 µM), without a hit: top-dose activity change, positive = activation, actives largely listed as activators. AID 504466, 2011; also: potency is read from the fitted curve at half-maximal effect; % of control where 0% means no effect; nearly all actives have a fitted effect of over 60% in size
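16 hr compound incubation (37 °C, 5% CO2) of HEK293T cells carrying luciferase-tagged ELG1; luciferase then measured by ONE-Glo luminescence after 30 min at RT.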
uPA surface inh = qHTS for Inhibitors of Cell Surface uPA Generation; cell surface uPA generation assay, qHTS; Potency, µM (titrated, usually from 38.3 µM), without a hit: top-dose activity change, negative = inhibition, actives largely listed as inhibitors; 330,000 tested, 0.31% active; AID 540303, 2011; active = well fitted inhibition curve with a large enough effect; inconclusive = small, poorly fitted or top-dose-only effect; inactive = no such curve, though single readings can be large or run the other way; tested in mouse RAW 264.7 cells; also: potency is read from the fitted curve at half-maximal effect; % is scaled to controls: 0 for no effect and ±100 for the full control effect; nearly all actives have a fitted effect of over 55% in size
Eya2 phos inh = qHTS Assay for Inhibitors of the Phosphatase Activity of Eya2; Protein phosphatase EYA2 (Homo sapiens), O00167; 330,000 tested, 0.006% active; recombinant Eya2, OMFP fluorescence dephosphorylation (OMFP is methylfluorescein phosphate); AID 488837, 2010; Potency, µM (highest dose often 76.9 µM), inactives show top-dose activity, negative = inhibition, most hits filed as inhibitors; also: potency is read from the fitted curve at half-maximal effect; % is scaled to controls: 0 for no effect and ±100 for the full control effect
Target sequence (O00167 whole entry, looked up): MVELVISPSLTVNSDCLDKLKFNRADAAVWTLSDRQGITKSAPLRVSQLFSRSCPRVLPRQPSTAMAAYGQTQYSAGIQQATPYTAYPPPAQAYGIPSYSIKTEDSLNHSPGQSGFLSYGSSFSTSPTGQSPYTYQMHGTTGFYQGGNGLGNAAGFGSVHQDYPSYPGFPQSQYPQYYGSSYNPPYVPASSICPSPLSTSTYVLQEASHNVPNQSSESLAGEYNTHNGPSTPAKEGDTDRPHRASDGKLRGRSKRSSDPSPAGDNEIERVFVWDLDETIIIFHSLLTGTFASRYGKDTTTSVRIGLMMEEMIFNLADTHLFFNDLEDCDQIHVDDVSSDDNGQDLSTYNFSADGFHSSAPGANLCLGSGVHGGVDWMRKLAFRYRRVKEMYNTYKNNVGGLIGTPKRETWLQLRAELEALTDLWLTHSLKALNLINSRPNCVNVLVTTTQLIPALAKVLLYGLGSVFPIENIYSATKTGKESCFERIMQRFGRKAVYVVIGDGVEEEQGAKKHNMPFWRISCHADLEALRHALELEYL
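Eya2 (0.2 uM) preincubated 10 min at ambient with compound, then OMFP substrate added at 50 uM; 10 min reaction in 50 mM HEPES pH 7.5, 50 mM NaCl, 5 uM MgCl2, 0.05% BSA, 1 mM DTT. Fluorescence read at Ex 485/Em 525 nm.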
a7 integrin act = qHTS for Activators of Integrin-Mediated Alleviation for Muscular Dystrophy. alpha7betagal myoblasts, beta-gal FDG fluorescence, 48 h. Potency, µM (top dose mostly 38.3 µM), for inactives: at the top dose activation, hits mostly activators. 350,000 tested, 0.064% active;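 also: potency is read from the fitted curve at half-maximal effect; 100% = response of the positive control SU9516; nearly all actives have a fitted effect of over 60% in size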
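alpha7betagal+/- myoblasts (passage 13, 250/well) treated 48 h at 37C with compounds at 1:260 dilution of DMSO stock. Lysed, then beta-galactosidase activity read as FDG fluorescence (ex 480/em 540) after 30 min, with pre-read for autofluorescence.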
TRPV1 ag = HTS Assay for Compounds that Act as Agonists of the Vanilloid Receptor 1. Transient receptor potential cation channel subfamily V member 1 (Homo sapiens), Q8NER1. TRPV1-expressing cells, Fluo-8 calcium influx, agonist mode. activation, % at 8.33 µM. 320,000 tested, 0.19% active. AID 540275, 2011; in the data active = activation above about 80%; inconclusive = between about 30% and that limit; also: 0% is about no effect
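Fluo-8 calcium influx in TRPV1-expressing cells, kinetic read (ex 480/em 520 nm). Compound added and read 3 min for agonist activity, followed by capsaicin at EC20 final and 2 min further read for enhancement.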
ASM inhibitor = Inhibitors of Secretory Acid Sphingomyelinase (S-ASM): qHTS; Sphingomyelin phosphodiesterase (Homo sapiens), P17405; placental ASM, HMU-PC fluorogenic substrate, 60 min; Potency, µM (series often up to 57.5 µM), for inactives: at the highest dose activity change, negative = inhibition, most hits filed as inhibitors; 340,000 tested, 0.006% active; AID 504937, 2011; also: potency is read from the fitted curve at half-maximal effect
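qHTS format. ASM enzyme prepared from human placenta hydrolyses the fluorogenic substrate HMU-PC0 (9 uM final) over 60 min at 37 °C after a 10 min compound preincubation.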
BRCA1 expr up = qHTS Assay to Identify Small Molecule Activators of BRCA1 Expression; MCF7-BRCA1-FFLuc reporter, luminescence, 48 h; response scale: scaled: vehicle 0%, 10 µM genistein 100%; Potency, µM (titrated, usually from 46.1 µM), for the others: at the top dose activation, usual class: activators; 380,000 tested, 1.1% active; also: potency is read from the fitted curve at half-maximal effect; nearly all actives have a fitted effect of over 80% in size; some results filed as inactive show a strong effect at the top dose
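MCF7 cells carrying a BRCA1-firefly luciferase reporter (2000 cells/well, phenol-red free MEM) were attached for 2 h at 37 °C, then given compounds for 48 h. Luminescence was read 15 min after luciferase reagent; activity normalized to genistein (10 microM) and DMSO.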
PTAP TSG101 blk = qHTS Assay for Iinhibitors of HIV-1 Budding by Blocking the Interaction of PTAP/TSG101. AID 493005, 2010. Potency, µM (series often up to 115 µM), without a hit: at the top dose activity change, negative = inhibition, hits mostly inhibitors. Fluorescence polarization, FITC-PTAP peptide / Tsg101 binding. 340,000 tested, under 10 active; active = well fitted inhibition curve with a large enough effect in the main read-out, with a control signal flat, not every such curve was filed as active; inconclusive = small, poorly fitted or top-dose-only effect, or effect the other way, or a change in a side signal; inactive = no such curve, though single readings can be large or run the other way; also: potency is read from the fitted curve at half-maximal effect; % of control where 0% means no effect
Target sequence (Q99816 whole entry, looked up): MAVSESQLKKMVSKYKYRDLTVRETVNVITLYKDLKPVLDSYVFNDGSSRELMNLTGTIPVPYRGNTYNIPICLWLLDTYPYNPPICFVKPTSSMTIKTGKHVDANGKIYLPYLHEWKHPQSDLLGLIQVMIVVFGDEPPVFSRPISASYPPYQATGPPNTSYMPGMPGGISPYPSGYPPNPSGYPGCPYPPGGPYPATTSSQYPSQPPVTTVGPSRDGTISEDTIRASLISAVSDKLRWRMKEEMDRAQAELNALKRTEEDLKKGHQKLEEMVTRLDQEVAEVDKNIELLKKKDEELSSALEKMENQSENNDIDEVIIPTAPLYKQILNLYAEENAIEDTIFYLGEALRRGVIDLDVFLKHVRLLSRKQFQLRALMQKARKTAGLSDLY
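Tsg101 binding domain (10 uM final) was mixed with compound and a FITC-labeled PTAP peptide (50 nM final) in HEPES pH 7.5 buffer with NaCl, Tween 20, EDTA and TCEP; fluorescence polarization was read after 20 min at r.t.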
USP2a block = qHTS Assay for Inhibitors of Ubiquitin-specific Protease USP2a Using CHOP2 as the Reporter; Potency, µM (top dose mostly 38.3 µM), inactives show at the top dose activity change, negative = inhibition, most hits filed as inhibitors; 330,000 tested, 0.01% active; Ubiquitin carboxyl-terminal hydrolase 2 (Homo sapiens), O75604; USP2 core, Ub-CHOP2 coupled fluorogenic reporter, 485/531;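 also: potency is read from the fitted curve at half-maximal effect; plate controls were DMSO wells for no effect and full inhibition by NEM control for full effect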
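Cell-free coupled assay: 10nM USP2 core preincubated 30min RT with compound in Tris-HCl pH 8.0/CaCl2/CHAPS buffer, then 25nM Ub-CHOP2 and 25nM reporter substrate; fluorescence (Ex 485/Em 531) read after 60min RT, normalized to NEM inhibition, concentration-response curves fitted.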
p53 reactivation = qHTS assay for re-activators of p53 using a Luc reporter; H1299 p53-A138V BP100-luciferase reporter, luminescence, 24 h; Potency, µM (titrated, usually from 92.2 µM), for inactives: at the highest dose activity change, positive = activation, most hits filed as activators; 320,000 tested, 0.063% active; AID 504706, 2011; also: potency is read from the fitted curve at half-maximal effect; % of control where 0% means no effect; nearly all actives have a fitted effect of over 45% in size
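p53-null H1299 cells stably carrying temperature-sensitive p53-A138V and a BP100-luciferase reporter were pinned with compounds (4-point, 1:5 series) and held 24 hrs at 37 deg C. Luminescence was read 10 min after detection reagent.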
B2AR arrestin = qHTS assay of beta-arrestin-biased ligands of beta2-adrenergic receptor. Beta-2 adrenergic receptor (Homo sapiens), P07550. beta-arrestin recruitment to beta2AR, cell-based reporter. Potency, µM (top dose mostly 46.1 µM), for inactives: at the highest dose activation, most hits filed as activators. 330,000 tested, 0.02% active. AID 492947, 2010;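 also: potency is read from the fitted curve at half-maximal effect; 0% = DMSO controls and full agonism = EC100 isoproterenol or metaproterenol; nearly all actives have a fitted effect of over 65% in size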
Numbers without * were called inactive; ? = inconclusive; . = not tested or not shown; [ ] = remark or other dose. Unless noted, calls follow the shape of the dose curve; as a rule, active = well fitted curve in the direction sought with a large enough effect; inconclusive = small, poorly fitted or top-dose-only effect, or another doubt; inactive = no such curve, though single readings can be large; an effect the other way counts as inactive or inconclusive.

SMILES	ELG1 genotox	uPA surface inh	Eya2 phos inh	a7 integrin act	TRPV1 ag	ASM inhibitor	BRCA1 expr up	PTAP TSG101 blk	USP2a block	p53 reactivation	B2AR arrestin
COc1ccccc1N1CCN(C(=O)c2ccc3[nH]c4c(c3c2)CCCC4)CC1	-2%	-12%	-15%	5%	?	-9%	-68%	-1%	-9%	-14%	-0.8%
CCN(C(=O)c1cc2c(=O)[nH]c3ccc(C)cc3c2s1)c1ccccc1C	?	4%	3%	22%	20	22%	-4%	-1%	10%	-5%	0.1%
O=C1CSC2(N1)C1CC3CC(C1)CC2C3 (stereo unspecified)	5%	-4%	4%	27%	-2	0%	-11%	0%	0%	-1%	-0.6%
COc1ccc(NC(=O)c2ccc([N+](=O)[O-])o2)cc1	?	-10%	-7%	-59%[inhibitor]	16	-5%	-63%	0%	0%	.	0.1%
O=C(N/N=C/c1ccncc1)NC12CC3CC(CC(C3)C1)C2	7%	-3%	4%	5%	13	0%	0%	-3%	0%	2%	-0.9%
CCOC(=O)Cc1cnc(N)s1	-9%	0%	-4%	3%	-20	5%	-9%	2%	4%	4%	-1.8%
CCCCCCOc1ccc(-c2ccc(C#N)cn2)cc1	?	1%	6%	36%	2	-2%	4%	-2%	-1%	-4%	0.0%
CCCCN(CCCC)Cc1cc2ccccc2c2c1COC2	-1%	1%	-21%	-8%	0	3%	11%	1%	3%	-2%	-0.5%
CCCCN(C(=O)c1ccc(C)c(S(=O)(=O)N2CCOCC2)c1)c1c(N)n(CCCC)c(=O)[nH]c1=O	-3%	10%	1%	14%	-4	7%	-21%	-5%	0%	7%	-0.3%
CCOC(=O)[C@H]1[C@H]2COc3ccccc3[C@@H]2N2C(=O)c3cc(Br)ccc3NC(=O)[C@@]12C	0%	1%	3%	15%	?	0%	-1%	1%	0%	-11%	4.1%
COc1ccc(N2CCN(CCOc3ccc4c(C)cc(=O)oc4c3)CC2)cc1	-3%	5%	-1%	16%	-5	5%	-7%	-3%	0%	-3%	?
CCOC(=O)c1cnc2ccc(Cl)cc2c1N1CCN(C)CC1	-2%	-10%	12%	15%	-3	0%	-27%	-8%	-1%	?	-0.2%
COc1ccc(NC(=O)CS(=O)c2ccc(F)cc2)cc1 (stereo unspecified)	2%	0%	2%	7%	2	4%	17%	-7%	3%	17%	4.5%
O=C(O)CCC(=O)Nc1nc2ccc([N+](=O)[O-])cc2s1	1%	2%	-8%	17%	1	-4%	-19%	-3%	9%	1%	-0.2%
O=C1Nc2ccccc2/C1=C\C(=O)c1ccccc1	1%	?	3%	-72%[inhibitor]	20	-7%	-10%	1%	3%	-11%	-0.6%
Cc1csc(NC(=O)CSc2nc3ccccc3c(=O)[nH]2)n1	3%	1%	12%	27%	-1	-13%	-10%	-2%	0%	0%	-0.1%
O=C(O)CN1C(=O)c2ccc(Oc3ccc4c(c3)C(=O)N(CC(=O)O)C4=O)cc2C1=O	2%	13%	-1%	21%	0	0%	-5%	-5%	-2%	0%	-1.0%
CC(C)(C)OC(=O)N1CCN(C(=O)c2ncn(Cc3ccccc3)c2C(=O)N2CCN(C(=O)OC(C)(C)C)CC2)CC1	4%	10%	0%	14%	2	-4%	-1%	0%	-1%	2%	0.0%
CCCN1CCN(c2ccc([N+](=O)[O-])cc2C#N)CC1	-1%	-2%	-10%	-18%	-2	-7%	1%	0%	11%	-1%	0.3%
COc1cc(OC)cc(C(=O)Nc2cc(C)nn2-c2ccccc2)c1	-9%	2%	0%	-3%	5	1%	20%	-3%	2%	-5%	-0.5%
COc1cccc(NC(=O)CSc2nnnn2C2CCCC2)c1	7%	1%	17%	1%	16	7%	-24%	-1%	2%	2%	0.0%
COc1cc(CN2CCNC(=O)C2CC(=O)O)cc(OC)c1 (stereo unspecified)	0%	1%	-22%	26%	-2	1%	16%	-3%	3%	1%	0.0%
CN(CC(=O)Nc1cccc(F)c1)C(=O)c1cccnc1Sc1ccccc1	2%	1%	13%	5%	1	1%	-12%	-4%	1%	-8%	-1.2%
Cn1cc(C(=O)NCN2CCCCC2)c2ccccc21	4%	3%	10%	21%	-1	4%	0%	-2%	0%	2%	0.1%
CCOC(=O)N1CCC(NC(=O)C2CCCN(Cc3nc(-c4cccc(Cl)c4)oc3C)C2)CC1 (stereo unspecified)	-11%	-18%	24%	21%	3	0%	-19%	-6%	3%	2%	0.2%
O=C(O)/C(=C\c1c(C(=O)O)[nH]c2cc(Cl)cc(Cl)c12)c1ccccc1	3%	6%	29%	.	2	12%	0%	-4%	1%	-3%	0.1%
CCOC(=O)c1c(C)[nH]c(C)c1C(=O)COC(=O)/C=C/c1cccc(Cl)c1	-8%	8%	1%	-22%	-2	-12%	-12%	-3%	0%	-13%	5.4%
CCCC[C@@H]1CNC(=O)C(=O)N1CC(C)(C)C	3%	14%	-8%	-11%	-1	1%	0%	-4%	5%	3%	-0.4%
NNC(=O)c1cccc(COCC(F)(F)C(F)F)c1	-1%	3%	2%	31%	12	5%	-6%	0%	2%	0%	-0.1%
O=C(/C=C/c1cccc(Cl)c1)NCc1cccs1	2%	-1%	14%	11%	?	-1%	60%	-1%	-1%	11%	-0.4%
Cc1c(C(=O)c2cccc(F)c2)c2ccccn2c1CCC#N	0%	-6%	-5%	-14%	-9	-5%	-12%	-1%	-5%	-6%	0.2%
CCOC(=O)C1CCN(C(=O)c2cc(S(=O)(=O)N3CCOCC3)ccc2C)CC1	-1%	?	-2%	-13%	0	0%	-14%	-3%	3%	10%	0.2%
CSc1nc(=S)n(-c2ccccc2)c(C)c1C(C)=O	-1%	18%	-7%	-5%	-3	7%	-30%	0%	0%	-6%	2.6%

Arranged by heavy-atom count (rising): part of the list above
SMILES	ELG1 genotox	uPA surface inh	Eya2 phos inh	a7 integrin act	TRPV1 ag	ASM inhibitor	BRCA1 expr up	PTAP TSG101 blk	USP2a block	p53 reactivation	B2AR arrestin
CCCC[C@@H]1CNC(=O)C(=O)N1CC(C)(C)C	3%	14%	-8%	-11%	-1	1%	0%	-4%	5%	3%	-0.4%
NNC(=O)c1cccc(COCC(F)(F)C(F)F)c1	-1%	3%	2%	31%	12	5%	-6%	0%	2%	0%	-0.1%
Cn1cc(C(=O)NCN2CCCCC2)c2ccccc21	4%	3%	10%	21%	-1	4%	0%	-2%	0%	2%	0.1%
COc1cc(CN2CCNC(=O)C2CC(=O)O)cc(OC)c1 (stereo unspecified)	0%	1%	-22%	26%	-2	1%	16%	-3%	3%	1%	0.0%
Cc1c(C(=O)c2cccc(F)c2)c2ccccn2c1CCC#N	0%	-6%	-5%	-14%	-9	-5%	-12%	-1%	-5%	-6%	0.2%
O=C(O)/C(=C\c1c(C(=O)O)[nH]c2cc(Cl)cc(Cl)c12)c1ccccc1	3%	6%	29%	.	2	12%	0%	-4%	1%	-3%	0.1%
CCOC(=O)C1CCN(C(=O)c2cc(S(=O)(=O)N3CCOCC3)ccc2C)CC1	-1%	?	-2%	-13%	0	0%	-14%	-3%	3%	10%	0.2%
CCOC(=O)N1CCC(NC(=O)C2CCCN(Cc3nc(-c4cccc(Cl)c4)oc3C)C2)CC1 (stereo unspecified)	-11%	-18%	24%	21%	3	0%	-19%	-6%	3%	2%	0.2%
